Compound activity: PubChem, Broad Institute
Statin myotox sup – suppressors of simvastatin-induced myotoxicity in C2C12 myotubes. ATP luminescence, 48 h; scaled: DMSO 0, geranylgeraniol control 100. rescue of ATP level, % at 7.49 µM. hit rate 0.78% among 330,000;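 active means mean ATP rescue above about 67%, or every replicate alone reaching that limit, limit read from the data, passing the limit was not always enough; inconclusive means no clear call, values can overlap the other calls; inactive means mean under the limit and some replicate under it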;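 further: myotubes were challenged with 10 µM simvastatin during compound exposure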
Cneo AK release – causes C. neoformans cell lysis; lysis activity, % at 15 µM; adenylate kinase release luminescence, 4 h; normalised: neutral wells 0, clomiphene wells 100; hit rate 0.2% among 360,000;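 active means mean lysis activity across replicates of at least 80%, whatever share of replicates individually reach that level; inactive means mean lysis activity below 80%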
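Material: C. neoformans cells | Amount: Yeast cell density of 5 × 10^6 cells/mL | Medium: Fresh YPD growth medium | Dosing: Single dose | Times: Static 4 h at 37 °C with compound, 1 h detection | Detection: AK luminescence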
PGC1a acetyl inh – lowers PGC1a acetylation signal in U2OS cells | AlphaScreen anti-acetyl-lysine; with virally co-expressed GCN5 acetyltransferase | inhibition, % at 15.6 µM | hit rate 0.17% among 350,000;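 active means every replicate shows inhibition of at least 40%; inconclusive means mean inhibition at least 40% but some replicate below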;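 further: 0% = neutral control wells and 100% = positive control wells; some results beyond the cut were filed as inactive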
* hit, by the source's call; ? = inconclusive.

Under each structure: Statin myotox sup	Cneo AK release	PGC1a acetyl inh
- CN1CCN(c2ccccc2NC(=O)c2ccc(Br)o2)CC1
  -10.2	0.4	-9.7
- CCCC(=O)NC(=S)Nc1ccc(NC(=O)c2cccs2)cc1
  3.9	10.5	-14.2
- Cc1cc(C)nc(/N=C(\N)Nc2ccc(C)c([N+](=O)[O-])c2)n1
  -39.7	-5.9	-5.0
- Cc1ccc(C(C)n2cc(C(=O)NCc3ccncc3)nn2)cc1 (centres undefined)
  ?	1.2	-0.6
- CON(c1nc(Cl)nc(N(C)C)n1)S(=O)(=O)c1ccccc1Cl
  -15.4	-0.1	0.2
- CCN(CC)S(=O)(=O)c1cccc2cc(C(=O)O)c(O)cc12
  2.8	-0.8	-9.6
- CCC(=O)Nc1ccc(-c2nc(-c3ccccc3)n(CC(=O)N3CCCCC3)n2)cc1
  13.9	-3.0	18.6
- Nn1c(COc2cccc(Br)c2)nnc1SCC(=O)N1CCc2ccccc2C1
  7.0	6.2	15.1
- CCn1c(SCc2ccc(C#N)cc2)nnc1-c1ccc(S(=O)(=O)N2CCCCC2)cc1
  -6.1	2.8	-0.6
- Nc1nc(CN2CCc3ccccc3C2)nc(Nc2ccccc2)n1
  4.8	-5.5	-5.9
- CCC(=O)n1nc(-c2ccco2)nc1SCc1ccccc1
  -8.8	-4.6	3.5
- COC(=O)c1cc2nc(-c3ccc(OC)c(OC)c3)cc(C(F)(F)F)n2n1
  8.0	-6.6	-15.8
- Cc1cc(C)c2oc(-c3ccc(Cl)c(NC(=O)c4ccc(C#N)cc4F)c3)nc2c1
  -4.7	4.1	-1.6
- COc1ccc(CNc2nc3ccccc3n2CCN2CCCCC2)c(OC)c1
  -101.9	1.6	-12.5
- COc1cccc(/C=N/n2c(SC)nnc2-c2ccccc2)c1O
  7.2	-0.6	0.5
- O=C(CN1CCN(c2ccccc2F)CC1)c1c[nH]c2ccccc12
  -26.1	-3.0	8.5
- Cc1cccc(NC(=O)Cn2cnc3ccc(S(=O)(=O)N4CCC(C)CC4)cc3c2=O)n1
  -5.2	0.5	-9.3
- CCOc1ccccc1-n1c(SCC(=O)N2CCCC2)nnc1-c1ccc(O)cc1
  9.3	7.5	-0.8
- CCC(=O)N1CCc2cc(S(=O)(=O)N3CCc4ccccc4C3)ccc21
  1.0	4.4	-4.7
- O=[n+]1cc(-c2ccccc2)n([O-])c2c1CCC2
  9.0	-3.1	4.2

In another format: two of the compounds above.
compound	Statin myotox sup	Cneo AK release	PGC1a acetyl inh
CON(c1nc(Cl)nc(N(C)C)n1)S(=O)(=O)c1ccccc1Cl	-15.4	-0.1	0.2
CCN(CC)S(=O)(=O)c1cccc2cc(C(=O)O)c(O)cc12	2.8	-0.8	-9.6

Carrying on.
Under each structure: Statin myotox sup	Cneo AK release	PGC1a acetyl inh
- O=C(CSc1oc(-c2ccc(F)cc2)nc1S(=O)(=O)c1ccccc1)NCC1CCCO1 (centres undefined)
  20.9	1.0	0.4
- Cc1ccc(C(C#N)N2CCOCC2)cc1 (centres undefined)
  12.3	1.5	5.8
- CC(C)Oc1ccc(C(=O)NCc2cccnc2)cc1
  0.1	-2.7	19.5
- Cc1cccc(-n2c(O)c(C=Nc3ccc4c(c3)OCO4)c3ccccc3c2=O)n1
  22.4	-0.5	2.6
- COc1ccc(COC(=O)c2n[nH]c3ccccc23)cc1F
  -9.9	2.0	-6.6
- CCC(C)Sc1nc2c(c(=O)[nH]c(=O)n2C)n1Cc1ccc(Cl)cc1 (centres undefined)
  130.2*	-3.6	21.5
- O=C(Nc1nncs1)c1ccc(S(=O)(=O)c2ccccc2)cc1
  -2.1	3.8	-5.7
- CCOc1ccc(-c2nnn(CC(=O)N3CCCC3)n2)cc1OCC
  -3.7	-0.2	3.5
- CC(=O)N1CCCc2cc(S(=O)(=O)NCc3ccc(C)cc3)ccc21
  32.7	4.3	-1.8
- Cc1nc2sc3c(c2c(=O)o1)CCCC3
  -6.3	-0.7	2.8
- CN(C/C(O)=C(\C#N)c1ccccc1)C1CCCCC1
  0.2	-2.2	1.0
- O=c1c2ccccc2nnn1CSc1nc2sc3c(c2c(=O)n1CC1CCCO1)CCC3 (centres undefined)
  8.3	-0.2	10.1
- CCOC(=O)C1=C(C)NC(=O)NC1c1ccccc1Cl (centres undefined)
  10.6	2.9	-57.3
- CCOc1c(Br)cc(/C=C2/SC(=O)N(CC(=O)N3CCCC3)C2=O)cc1OC
  0.0	-2.2	-95.6
- COc1ccc2nc(/N=C\N(C)C)sc2c1
  4.6	-1.4	-1.1
- N#CCN1CCN(CC(=O)Nc2ccc(OCc3ccccc3)cc2)CC1
  -5.1	-1.4	2.2
- O=C(NCC1CCCC(CNC(=O)N2CCc3ccccc32)C1)N1CCc2ccccc21 (centres undefined)
  53.2	1.8	-5.7
- CCN(C1CCS(=O)(=O)C1)S(=O)(=O)c1cccs1 (centres undefined)
  9.3	-0.3	-16.9
- O=c1/c(=C/c2ccco2)sc2n1CN(c1ccccc1)CN=2
  0.2	2.8	-0.6
- COc1ccc(/C=N\NC(=S)SCN2C(=O)C3CCC(C)(C2=O)C3(C)C)cc1 (centres undefined)
  -1.3	0.7	-8.0

Continued, starting with the last 4 of the part before.
Under each structure: Statin myotox sup	Cneo AK release	PGC1a acetyl inh
- O=C(NCC1CCCC(CNC(=O)N2CCc3ccccc32)C1)N1CCc2ccccc21 (centres undefined)
  53.2	1.8	-5.7
- CCN(C1CCS(=O)(=O)C1)S(=O)(=O)c1cccs1 (centres undefined)
  9.3	-0.3	-16.9
- O=c1/c(=C/c2ccco2)sc2n1CN(c1ccccc1)CN=2
  0.2	2.8	-0.6
- COc1ccc(/C=N\NC(=S)SCN2C(=O)C3CCC(C)(C2=O)C3(C)C)cc1 (centres undefined)
  -1.3	0.7	-8.0
- O=C(Cc1coc2cc3c(cc12)CCC3)OCc1cc(=O)n2c(n1)sc1ccccc12
  -2.2	-2.4	6.8
- CC(=O)N(Cc1c(C)nn(-c2ccccc2)c1Cl)c1ccc(Cl)cc1
  13.0	-0.3	-12.4
- CC(=O)C1=C(O)C(=O)N(Cc2ccccc2)C1c1ccccc1F (centres undefined)
  12.7	-0.9	3.1
- COC(=O)c1cc(-c2ccccc2)sc1N
  32.5	-0.7	0.1
- Cn1c(Cc2ccccc2)nnc1SCC(=O)Nc1ccccc1N1CCOCC1
  -6.0	3.7	1.3
- COCCN(C(=O)C1CC1)c1nnc(-c2cccc(C)c2)s1
  -5.8	3.2	-7.7
- O=C(CCS(=O)(=O)c1cccc2nonc12)N1CCCc2ccccc21
  -1.9	2.1	6.6
- CCOC(=O)Cc1csc(SCC(=O)Nc2cccc(C#N)c2)n1
  0.8	1.6	-16.3
- Cc1cccc(NC(=O)COc2ccc(Br)cc2C)n1
  5.1	-3.4	-7.4
- O=S(=O)(NCc1ccccc1)c1cccc(S(=O)(=O)N2CCOCC2)c1
  4.1	3.7	4.5
- CCCCS(=O)(=O)NC1=NCN(CCOC(=O)c2ccccc2)CN1
  13.6	-1.4	12.4
- COc1ccccc1C(c1nnnn1Cc1ccco1)N1CCN(c2cccc(C)c2C)CC1 (centres undefined)
  -8.2	3.4	-9.9
- CCOc1ccc(NC(=O)CN2CCN(CC(=O)Nc3ccc(C(=O)OC)cc3)CC2)cc1
  13.3	0.1	-5.5
- O=C1CSC(=S)N1Cc1cccnc1
  28.2	-2.3	2.5
- COC(=O)c1ccc(NC(=O)NS(=O)(=O)c2ccc(C)cc2)cc1
  6.7	-1.9	13.0
- CCC(CC)C(=O)c1c[nH]c(C(=O)NCC2CCCO2)c1 (centres undefined)
  106.8*	5.0	-3.0
- CCOC(=O)c1c(CSC(=N)N)n(-c2ccc(C)cc2)c2cc(Br)c(OC(C)=O)cc12
  -120.2	3.1	-31.1
- Cc1ccccc1OCc1nnc(SCC(=O)N2CCc3ccccc32)n1C
  4.5	0.3	-3.0
- CCCOc1cc(C)nc(-c2ccccc2O)n1
  3.7	-0.1	3.1
- O=C(CN1CCCCC1)N1c2ccccc2CCc2ccccc21
  5.0	-16.3	2.0
- COc1ccc(-c2nnc3ccc(SCC(=O)NCC4CCCO4)nn23)cc1 (centres undefined)
  5.3	-0.6	0.7
- CC(C)(C)c1cc(C(=O)O)c(CN2CCCCC2)o1
  -7.2	-1.7	1.5
- O=C(N1CCCCCC1)N1CCN(S(=O)(=O)N2CCOCC2)CC1
  -4.9	-1.3	5.9
- CCSC1=NCN(CCCC(=O)O)CN1
  9.2	0.3	-13.2
- COc1ccc(N2CCN(C(=O)CSc3nnc4c5cc(C)ccc5n(C)c4n3)CC2)cc1
  2.8	4.0	7.1
- O=C(CCc1ccc(S(=O)(=O)N2CCOCC2)cc1)N1CCCC1
  30.2	0.3	5.4
- CCCCCCCCCCCC1=C(O)C(=O)C=C(O)C1=O
  -22.2	0.3	-15.1
- Cc1cc(=O)n2nc(N3CCC(C(=O)NC(C)c4ccccc4)CC3)sc2n1 (centres undefined)
  -2.3	3.1	5.6
- CC(=O)OCCCNc1cc(Sc2nc3ccccc3s2)c2nonc2c1[N+](=O)[O-]
  28.5	2.1	5.2
- Cc1ccc(NC(=O)N/C=C/c2ccco2)c(C)c1
  -5.1	8.9	6.1
- O=C(COc1ccc(CO)cc1Cl)Nc1ccc(F)cc1
  17.7	-3.1	-0.3
- COc1cccc(S(=O)(=O)NCc2ccc(C(=O)Nc3cccc(Cl)c3)cc2)c1
  -30.8	3.0	-10.1
- CCOC(=O)N1CC=C2C(C#N)=C(N)C(C#N)(C#N)[C@H](c3cccs3)C2C1 (some centres undefined)
  16.7	-1.3	-47.0
- Cc1cc(C)nc(SC2CCOC2=O)n1 (centres undefined)
  8.7	1.0	11.3
- O=C(NC1CCCCC1)C(c1ccncc1)N(C(=O)Cn1nnc(-c2cccs2)n1)C1CCCC1 (centres undefined)
  -3.8	0.5	-8.0
- CCCC(c1nnnn1Cc1ccccc1)N1CCC(C(N)=O)CC1 (centres undefined)
  8.3	2.5	10.2
- COc1ccccc1-c1nnc(SCC(=O)O)n1C
  2.4	1.4	26.5
- COc1ccccc1N1CCN(S(=O)(=O)CC23CCC(CC2=O)C3(C)C)CC1 (centres undefined)
  7.4	-1.5	-5.8
- CCOC(=O)c1sc(/N=C/Nc2nc(C)c(C(=O)OCC)s2)nc1C
  5.9	-0.4	2.6
- CCn1cc(C(=O)O)c(=O)c2cc(S(=O)(=O)N(C)C)ccc21
  5.1	6.8	16.5
- O=S(=O)(CCOc1ccccc1)c1nc2ccccc2[nH]1
  2.1	-1.6	-4.9
- O=C(CCCN1C(=O)CCC1=O)Nc1ccc2c(c1)OCCO2
  -2.8	-3.0	8.1
- O=C(NCc1cccs1)C1CCCN1C(=O)Nc1ccccc1 (centres undefined)
  1.3	-0.1	-14.0
- CCN1CCN(Cc2ccc(OC)c(OCc3ccccc3)c2)CC1
  -12.2	2.3	7.0
- O=C(O)C1CC=CCC1C(=O)NCCc1cccc(Cl)c1 (centres undefined)
  -28.0	0.2	-16.6
- CCC(=O)N1CCc2cc(Br)cc(S(=O)(=O)NCC3CCCO3)c21 (centres undefined)
  -1.4	-2.0	-14.9
- Cn1c(=O)c(=O)n(C)c2cc(S(=O)(=O)N3CCC(Cc4ccccc4)CC3)ccc21
  -20.6	1.8	0.1
- COC(=O)c1sc2cc(C(F)(F)F)cnc2c1-c1cccnc1
  3.9	0.7	14.9
- O=c1c(-c2ccco2)[n+]([O-])c2ccccc2n1OCc1ccccn1
  17.5	2.9	-6.9
- CCn1cc([N+](=O)[O-])c(C(=O)N2N=C3/C(=C/c4cccs4)CCCC3C2c2cccs2)n1 (centres undefined)
  13.3	0.1	-11.7
- CC[C@]1(C(=O)OC)[C@H]2C(=O)N(Cc3ccccc3)C(=O)[C@H]2[C@H]2CN=C(SCc3ccc(Cl)cc3)N21
  -12.2	13.2	-11.0
- O=C(c1cc2ccccc2oc1=O)N(Cc1ccco1)CC1CCCO1 (centres undefined)
  -12.3	0.3	-0.1
- Cc1cc(C)n(-c2ccc3cccc(NS(C)(=O)=O)c3n2)n1
  22.0	-15.2	11.4
- Cc1ccc(OCCC(=O)OCC(=O)Nc2ccc(Cl)cn2)cc1
  10.5	-0.7	38.6
- CC1CCCN(C(=O)Cn2nnc(-c3cccnc3)n2)C1 (centres undefined)
  -2.9	0.5	-1.0

Copied from the list.
In Statin myotox sup, O=C(O)C1CC=CCC1C(=O)NCCc1cccc(Cl)c1 (centres undefined) has the entry -28.0
In Cneo AK release, Cn1c(=O)c(=O)n(C)c2cc(S(=O)(=O)N3CCC(Cc4ccccc4)CC3)ccc21 has the entry 1.8
In PGC1a acetyl inh, O=C(NCc1cccs1)C1CCCN1C(=O)Nc1ccccc1 (centres undefined) has the entry -14.0
In Statin myotox sup, CCC(=O)N1CCc2cc(Br)cc(S(=O)(=O)NCC3CCCO3)c21 (centres undefined) has the entry -1.4

Some of the compounds tested (hit frequency here may not be typical).
